# Assay outcomes from PubChem.
# GLA spleen mod = qHTS Assay for Inhibitors and Activators of Human alpha-Galactosidase From Spleen Homogenate | Alpha-galactosidase A (Homo sapiens), P06280 | 0.008% of 240,000 active | Potency, µM (highest dose often 80 µM), for the others: top-dose activity change, negative = inhibition, actives largely listed as inhibitors | human spleen homogenate, 4MU-alpha-Gal fluorescence, 40 min | AID 2107, 2009;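 note: 0% = enzyme with vehicle and -100% = no enzyme basal signal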
# Target sequence (P06280 32-429 limits assumed): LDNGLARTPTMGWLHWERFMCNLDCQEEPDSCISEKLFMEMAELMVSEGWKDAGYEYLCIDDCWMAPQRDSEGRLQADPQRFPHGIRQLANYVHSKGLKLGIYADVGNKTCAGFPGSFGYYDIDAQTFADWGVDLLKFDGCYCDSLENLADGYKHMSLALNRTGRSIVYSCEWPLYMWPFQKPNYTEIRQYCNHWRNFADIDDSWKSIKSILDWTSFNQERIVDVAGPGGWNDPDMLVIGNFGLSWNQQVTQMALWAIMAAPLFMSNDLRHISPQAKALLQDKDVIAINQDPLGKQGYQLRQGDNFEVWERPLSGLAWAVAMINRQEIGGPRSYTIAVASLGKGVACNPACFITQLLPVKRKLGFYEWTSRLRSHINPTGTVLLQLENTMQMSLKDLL
#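 Inhibition or activation of alpha-galactosidase in human spleen homogenate is scored by 4-MU fluorescence after 40 min at 37C, pH 5.0, with 1 mM substrate. AC50s come from concentration-response fitted to the Hill equation.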
# Tau ThT inhib = qHTS for Inhibitors of Tau Fibril Formation, Thioflavin T Binding; Microtubule-associated protein tau (Homo sapiens), P10636; recombinant tau K18 P301L, heparin-induced fibrillization, ThT fluorescence; Potency, µM (titrated, usually from 57.4 µM), inactives show top-dose activity, negative = inhibition, hits mostly inhibitors; 2.1% of 270,000 active; note: nearly all actives have a fitted effect of over 55% in size
# Target sequence (P10636 561-689 P618L limits assumed): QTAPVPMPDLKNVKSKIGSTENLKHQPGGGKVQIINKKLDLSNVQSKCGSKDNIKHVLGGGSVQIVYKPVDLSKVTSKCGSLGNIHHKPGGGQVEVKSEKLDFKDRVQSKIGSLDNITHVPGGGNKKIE
#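 Tau K18 P301L fragment (15 uM unlabeled plus 0.24 uM Alexa 594-labeled) in 100 mM sodium acetate pH 7 with compound, fibrillization induced by 20 uM heparin for 6 hr at 37 C. Thioflavin T (30 uM) added, fluorescence read after 1 hr (ex 450, em 510 nm).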
# Tau FP inhib = qHTS for Inhibitors of Tau Fibril Formation, Fluorescence Polarization | Microtubule-associated protein tau (Homo sapiens), P10636 | K18 P301L tau heparin fibrillization, Alexa594 FP, 6 h | Potency, µM (doses to about 57.7 µM), inactives show at the top dose activity, negative = inhibition, usual class: inhibitors | 0.39% of 280,000 active; note: nearly all actives have a fitted effect of over 55% in size
#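 FP of Alexa 594-tau after heparin (20 uM) induction. Substrate: human K18 P301L, 15 uM unlabeled, 0.24 uM labeled. Buffer 100 mM sodium acetate pH 7. 6 hr, 37 C.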
# TR SRC2 fluor cs = Total Fluorescence Counterscreen for Inhibitors of the Interaction of Thyroid Hormone Receptor and Steroid Receptor Coregulator 2; 0.29% of 280,000 active; TRb/SRC2 Texas Red total fluorescence interference; AID 1479, 2009; Potency, µM (series often up to 106 µM), inactives show at the top dose fluorescence change, negative = quenching; active = well fitted curve in either direction with a large enough effect; inconclusive = small, poorly fitted or top-dose-only effect
#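 Human TRb ligand-binding domain at 0.6 uM with 20 nM Texas Red SRC2 peptide in Tris buffer containing 1 uM T3 and 5% DMSO, incubated with compound 5 h at ambient temperature. Total fluorescence (555/632 nm) calculated as parallel + 2 × perpendicular.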
# ALDH1A1 inh = qHTS Assay for Inhibitors of Aldehyde Dehydrogenase 1 (ALDH1A1); Potency, µM (top dose mostly 75.3 µM), without a hit: at the top dose activity, negative = inhibition, hits mostly inhibitors; Aldehyde dehydrogenase 1A1 (Homo sapiens), P00352; 7.3% of 220,000 active; AID 1030, 2008; Purified ALDH1A1, NADH fluorescence, propionaldehyde substrate; active = well fitted inhibition curve with a large enough effect, not every such curve was filed as active; inconclusive = small, poorly fitted or top-dose-only effect, or another doubt; inactive = no such curve, though single readings can be large or run the other way;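 note: plate controls were no enzyme wells and a reference inhibitor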
# Tau fluor cs = Counterscreen qHTS for Inhibitors of Tau Fibril Formation, Fluorescence Polarization; tau K18 P301L (four-repeat tau fragment) Alexa594 fluorescence, heparin fibrillization; Potency, µM (highest dose often 57.7 µM), for inactives: top-dose activity change, negative = decrease; 0.93% of 280,000 active; AID 1463, 2008; note: nearly all actives have a fitted effect of over 55% in size
#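 Human K18 P301L tau (15 uM unlabeled plus 0.24 uM Alexa 594-labeled, final) in 100 mM sodium acetate pH 7 was mixed with compound and 20 uM heparin and incubated 6 hr at 37 C.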
# L3MBTL1 block = qHTS Assay for the Inhibitors of L3MBTL1 | Potency, µM (highest dose often 57.1 µM), inactives show at the top dose activity, negative = inhibition, most hits filed as inhibitors | AlphaScreen L3MBTL1–H3K9me1 peptide binding | 0.66% of 230,000 active | AID 485360, 2010 | Lethal(3)malignant brain tumor-like protein 1 (Homo sapiens), Q9Y468; note: nearly all actives have a fitted effect of over 60% in size
#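 L3MBTL1 (50 nM) pre-complexed 30 min with biotinylated H3(1-15)K9me1 peptide (75 nM), then compounds added for 30 min at room temperature; AlphaScreen streptavidin donor/nickel chelate acceptor beads (10 ug/mL final) read after 30 min dark incubation.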
# TRb-SRC2 inh = qHTS for Inhibitors of the Interaction of Thyroid Hormone Receptor and Steroid Receptor Coregulator 2; Potency, µM (series often up to 106 µM), for inactives: at the top dose activity change, negative = inhibition, actives largely listed as inhibitors; 0.065% of 280,000 active; Thyroid hormone receptor beta (Homo sapiens), P10828; TRbeta-SRC2 peptide binding, fluorescence polarization; receptor liganded with 1 µM T3;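 note: plate controls were bound peptide for no effect and peptide without receptor for full effect; nearly all actives have a fitted effect of over 50% in size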
# Target sequence (P10828 whole entry, looked up): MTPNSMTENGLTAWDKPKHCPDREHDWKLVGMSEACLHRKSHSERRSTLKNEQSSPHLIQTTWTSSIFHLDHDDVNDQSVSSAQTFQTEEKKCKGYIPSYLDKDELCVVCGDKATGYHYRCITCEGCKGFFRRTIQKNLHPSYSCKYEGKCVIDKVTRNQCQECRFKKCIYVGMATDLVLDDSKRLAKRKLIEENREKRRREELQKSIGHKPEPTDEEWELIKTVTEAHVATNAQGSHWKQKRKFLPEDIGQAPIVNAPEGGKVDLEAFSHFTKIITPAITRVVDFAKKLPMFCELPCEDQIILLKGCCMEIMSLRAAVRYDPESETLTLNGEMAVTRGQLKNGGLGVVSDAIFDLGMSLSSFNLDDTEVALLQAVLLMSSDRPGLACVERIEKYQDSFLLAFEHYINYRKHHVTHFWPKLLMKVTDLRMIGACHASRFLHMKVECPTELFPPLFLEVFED
#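 A fluorescence polarization screen tested compounds at multiple concentrations against complex formation between 0.6 uM TRb ligand-binding domain and 20 nM Texas Red SRC2 peptide, with 1 uM T3 present; readout after 5 hr.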
# * hit, by the source's call; ? = inconclusive; / = no result given; & = joins results of further samples; [ ] = remark or other dose. Unless noted, calls come from the whole dose curve; as a rule, active = well fitted curve in the direction sought with a large enough effect; inconclusive = small, poorly fitted or top-dose-only effect, or another doubt; inactive = no such curve, though single readings can be large; an effect the other way counts as inactive or inconclusive. Unless noted, % is set by controls: 0 for no effect and ±100 for the full control effect; potency is the fitted concentration of half-maximal effect.
nr	structure	GLA spleen mod	Tau ThT inhib	Tau FP inhib	TR SRC2 fluor cs	ALDH1A1 inh	Tau fluor cs	L3MBTL1 block	TRb-SRC2 inh
1	CC(C)c1ccc(NC(=O)CNCC(c2ccccc2)N(C)C)cc1 (stereo not given)	-7%	-10%	-11%	0%	?	-8%	?	-6%
2	O=C(Nc1ccn(C2CC(OC(=O)c3ccccc3)C(CO)O2)c(=O)n1)c1ccccc1 (stereo not given)	5%	-6%	1%	0%	7%	-5%	3%	4%
3	Clc1ccc(-n2nnnc2-c2ccno2)cc1	-4%	-15%	9%	-7%	12%	-15%	11%	5%
4	CC1(C)CC(=O)C(C=NCCN2CCNC2=O)=C(O)C1	-1%	-17%	3%	-4%	20µM*	-14%	0%	-5%
5	Cc1ccc(-n2c(CCC(=O)O)ccc2-c2cccs2)cc1C	4%	?	1%&-7%	-4%&2%	?	-18%&-10%	-17%	7%&-14%
6	CCOc1cc(-c2nc3c(c(CC)nn3-c3ccccc3)c3cc(OC)c(OC)cc23)ccc1O	/	-10%	-5%	3%	/	?	/	0%
7	O=C(NCc1ccccc1Cl)C(=O)NCC1OCCN1S(=O)(=O)c1cccs1 (stereo not given)	-1%	-1%	1%	-4%	14µM*	-11%	-13%	-1%
8	CCOC(=O)c1c(C2CC2)csc1NC(=O)COC(=O)c1cnc(Cl)c(Cl)c1	16%	-3%	-6%	-3%	-4%	-1%	7%	2%
9	CC(=O)N/N=C(\C)CC(=O)Nc1cccc(C(F)(F)F)c1	11%	-2%	-3%	-1%	-6%	-7%	/	3%
10	COc1cc2c(cc1NC(=O)CSc1ccc(C)cc1)oc1ccccc12	7%	-3%	-6%	0%	-12%	-20%	17%	4%
11	CCOc1ccccc1C(=O)N[C@H](C(=O)OCc1cc([N+](=O)[O-])cc2c1OCOC2)C(C)C	-6%	4%	1%	5%	-16%	1%	-18%	0%
12	COc1ccc(COc2cc(-c3cccc(OC)c3)nc3ccc(NC(=O)c4ccc(OC)cc4)cc23)cc1	-6%&3%	?	?	-3%&-5%	?	?	-5%	4%&-2%
13	COc1ccc(C(=O)CSc2nnc(-c3cc4ccccc4cc3O)n2Cc2ccco2)cc1	-5%	-6%	-9%	3%	?	?	-8%	10%
14	Cc1ccc(S(=O)(=O)/N=C(\N)Nc2nc(C)c3ccccc3n2)cc1	3%	4%	9%	10%	?	0%	-10%	-2%
15	CCc1nn(C(C)C(=O)N2CCN(c3cccc(C(F)(F)F)c3)CC2)c(=O)c2cc3occc3n12 (stereo not given)	/	?	0%	-1%	/	-15%	/	-3%

# Quoted at random: three compounds from above.
nr	structure	GLA spleen mod	Tau ThT inhib	Tau FP inhib	TR SRC2 fluor cs	ALDH1A1 inh	Tau fluor cs	L3MBTL1 block	TRb-SRC2 inh
11	CCOc1ccccc1C(=O)N[C@H](C(=O)OCc1cc([N+](=O)[O-])cc2c1OCOC2)C(C)C	-6%	4%	1%	5%	-16%	1%	-18%	0%
1	CC(C)c1ccc(NC(=O)CNCC(c2ccccc2)N(C)C)cc1 (stereo not given)	-7%	-10%	-11%	0%	?	-8%	?	-6%
3	Clc1ccc(-n2nnnc2-c2ccno2)cc1	-4%	-15%	9%	-7%	12%	-15%	11%	5%

# The listing continues.
nr	structure	GLA spleen mod	Tau ThT inhib	Tau FP inhib	TR SRC2 fluor cs	ALDH1A1 inh	Tau fluor cs	L3MBTL1 block	TRb-SRC2 inh
16	Cc1cccc(N2C(=O)C(O)=C(C(=O)c3cccs3)C2c2ccc(F)cc2)n1 (stereo not given)	-2%	1%	3%	-2%	3%	4%	-7%	-5%
17	CCc1ccccc1NC(=S)N(CCN1CCOCC1)Cc1ccccc1F	-3%	-5%	0%	-4%	1%	-9%	2%	5%
18	CCN(CC)c1ccc(NC(=O)c2sc3nc(-c4ccccc4)cn3c2C)cc1	/	2.2µM*	13%	-1%	/	?	/	2%
19	CC(C)Cn1c([N+](=O)[O-])nc2c1c(=O)[nH]c(=O)n2C	-8%	/	-7%	-1%	/	-21%	/	-4%
20	COc1ccc(-c2nnc(SCc3cccc(C#N)c3)o2)cc1	7%	?	-3%	0%	?	-15%	/	-5%
21	COC(=O)c1ccc(-n2c(C)cc(C(=O)CSc3cccc[n+]3[O-])c2C)cc1	4%	-2%	2%	1%	-4%	1%	3%	-6%
22	O=C(Nc1nccs1)C(NS(=O)(=O)c1ccc(Br)s1)c1ccccc1 (stereo not given)	-9%	-14%	-3%	-3%	?	-29%	-2%	-10%
23	CCN(CC)c1ccc(/C=N/N2CCOCC2)cc1	2%	?	4%	-3%	22µM*	-13%	-5%	-2%
24	CCOC(=O)N1CCN(C(=O)COc2ccccc2[N+](=O)[O-])CC1	2%	6%	1%	0%	-4%	6%	11%	-9%
25	COc1ccccc1-c1nnc(Nc2nc3c(OC)cccc3s2)o1	-1%	-12%	4%	0%	?	-7%	-4%	-3%
26	CCOC(=O)COc1ccc2c(=O)cc(-c3ccccc3)oc2c1	10%	-7%	5%	-2%	/	0%	9%	3%
27	CCOC(=O)N1CCN(C(=O)Cc2cccs2)CC1	-3%	-5%	-7%	-3%	0%	-3%	/	-7%
28	CCSc1nc(-c2ccccc2F)nc2c1Cc1c(CO)cnc(C)c1O2	/	-5%	-4%	-1%	/	-10%	/	2%
29	CCOc1cc(/C=N/N=C(\N)c2nonc2N)cc(Br)c1OCc1cccc2ccccc12	7%	-16%	?	-3%	8%	-29%	/	-5%
30	Cc1cc(C)cc(NC(=O)CN(C)S(=O)(=O)c2cnc[nH]2)c1	2%	-2%	3%	-6%	-6%	-2%	14%	1%
31	COc1ccc(-c2noc(CCC(=O)N3CCN(c4cc(C)ccc4C)CC3)n2)cc1	-7%	?	2%	2%	-11%	-23%	/	4%
32	COc1ccccc1N1CCN(C(=O)c2ccc(CN3CCOCC3)cc2)CC1	-5%	-5%	1%	0%	8%	-5%	-14%	-1%
33	COc1ccc(Nc2c(-c3ccc(N4CCOCC4)cc3)nc3ncccn23)cc1OC	/	-16%	-1%	-1%	/	-20%	/	-5%
34	CC(=O)c1ccc(Nc2cc(C)nc3nc(Cc4ccccc4)nn23)cc1	/	0%	3%	0%	/	-1%	/	-7%
35	Cc1ccc(CNC(=O)/C=C/c2ccc(Br)o2)cc1	3%	?	-11%	8%	3.5µM*	-19%	0%	2%
36	C#CC(C)(CC)NC(=O)Cn1nnc(-c2cccc(C(F)(F)F)c2)n1 (stereo not given)	-1%	-9%	-1%	-2%	?	-16%	/	-2%
37	CN(C)CCN(C(=O)/C=C/c1cccs1)c1nc2ccc(F)cc2s1	-12%	2%	-4%	-3%	-4%	-9%	-11%	-2%
38	Cc1cccc(/C=C\c2nc3ccccc3c(=O)[nH]2)c1	6%	-15%	-3%	-6%	?	-13%	8%	5%
39	COc1ccc(S(=O)(=O)N2CCN(c3ccccc3)CC2)cc1-c1noc(C)n1	/	?	12%	-2%	/	-9%	/	-7%
40	CCC(=O)N1c2ccccc2CC1C(=O)NCCc1ccc(Cl)cc1 (stereo not given)	/	-8%	-3%	0%	/	-5%	/	4%
41	O=C(CSc1nnc2ccccn12)Nc1ccc2c(c1)OCCO2	2%	-17%	10%	3%	11%	-17%	/	-3%
42	COCCNC(=O)c1ccc(NS(=O)(=O)c2cc(C)ccc2C)cc1	4%	-9%	-6%	-4%	1%	-2%	12%	-10%
43	O=C(CN(Cc1ccco1)C(=O)c1ccc(Cl)cc1)Nc1c(Cl)cc(Cl)cc1Cl	10%	4%	2%	1%	5%	7%	12%	3%
44	COC(=O)c1sc2nc3c(cc2c1N)COC(C)(C)C3	4%	-13%	4%	-1%	?	-7%	/	6%
45	NS(=O)(=O)c1ccc(NC(=O)COC(=O)c2ccc([N+](=O)[O-])s2)cc1	13%	?	-3%	0%	/	-5%	?	3%
46	Cc1ccc(NC(=O)CCN2CCN(CCO)CC2)cc1Br	-1%	2%	-5%	-5%	15%	0%	4%	-4%
47	O=c1c2ccccc2[nH]c(=S)n1CCN1CCN(Cc2ccccc2)CC1	-2%	-1%	3%	-4%	0%	3%	-2%	-19%
48	O=C(CN1CCOCC1)NCC12CC3CC(CC(C3)C1)C2	17%	-8%	-3%	1%	8%	-8%	6%	3%
49	CCOc1ccc(S(=O)(=O)N(CCO)CCO)cc1-c1nc2c(C(C)(C)C)nn(C)c2c(=O)[nH]1	9%	-10%	-4%	-2%	-8%	-10%	/	-6%
50	CN(C)CCCN(C(=O)c1ccc2c(c1)CCCC2)c1nc2ccc(Cl)cc2s1	7%	?	5%	-2%	14µM*	-25%	-19%	-6%
51	COC(=O)c1sccc1-c1ccc(/C=N/OC(=O)c2cccs2)o1	2%	?	-9%	0%	?	-15%	32%[activator]	-2%
52	OC12CCCCC1C(c1ccc3c(c1)OCO3)N(Cc1ccc(F)cc1)CC2 (stereo not given)	9%	-2%	6%	3%	-2%	3%	-6%	2%
53	C/C(=N\NC(=O)c1ccncc1)C12CC3CC(CC(C3)C1)C2	0%	11%	8%	-8%	?	4%	32%[activator]	-3%
54	COc1ccc(CCN2C(=O)NC(NC(=O)CC(C)C)(C(F)(F)F)C2=O)cc1OC (stereo not given)	11%	12%	0%	-1%	-54%	-1%	-9%	4%
55	Cc1nn(C)c(C)c1CNC(=O)/C=C/c1ccccc1F	-6%	-12%	8%	-3%	-9%	-6%	6%	-9%
56	CCOc1ccc(CCNC(=O)c2ccc3c(c2)N(Cc2cccc(Cl)c2)C(=O)c2ccccc2S3(=O)=O)cc1OCC	/	6%	?	3%	/	-17%	/	-8%
57	O=S(=O)(c1ccc(S(=O)(=O)N2CCCC3(CCCCC3)C2)cc1)N1CCCCC1	4%	-8%	-2%	1%	12%	3%	1%	-1%
